ADAM17 inh: inhibitors of human ADAM17; inhibition, % at 6.95 µM; 370,000 tested, 0.83% active; recombinant ADAM17, EDANS/DABCYL FRET peptide cleavage; P78536;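 active means inhibition above the mean of compounds lying between control limits plus 3 SD, set per campaign, cut at about 8.5% in these data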;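 further: 0% = DMSO-only wells as the low control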
Target sequence (P78536 215-824 limits assumed): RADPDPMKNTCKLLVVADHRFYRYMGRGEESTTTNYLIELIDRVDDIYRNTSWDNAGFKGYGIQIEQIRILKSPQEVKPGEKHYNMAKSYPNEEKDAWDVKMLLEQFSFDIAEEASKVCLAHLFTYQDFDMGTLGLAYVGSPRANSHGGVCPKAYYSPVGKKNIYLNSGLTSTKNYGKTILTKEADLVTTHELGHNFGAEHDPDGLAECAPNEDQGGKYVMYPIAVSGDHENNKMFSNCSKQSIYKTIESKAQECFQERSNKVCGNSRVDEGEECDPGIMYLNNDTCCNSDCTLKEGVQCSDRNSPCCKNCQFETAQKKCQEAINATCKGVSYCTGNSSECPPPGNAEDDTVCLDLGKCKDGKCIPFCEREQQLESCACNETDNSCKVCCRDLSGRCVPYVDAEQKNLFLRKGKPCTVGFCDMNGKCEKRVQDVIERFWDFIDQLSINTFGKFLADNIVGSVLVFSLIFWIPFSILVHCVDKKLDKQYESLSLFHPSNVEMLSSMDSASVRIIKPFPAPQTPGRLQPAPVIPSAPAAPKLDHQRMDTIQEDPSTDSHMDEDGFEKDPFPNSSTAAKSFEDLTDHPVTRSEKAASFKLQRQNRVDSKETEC
ADAM10 inh: inhibits human ADAM10; AID 720582; recombinant ADAM10, EDANS/DABCYL FRET peptide cleavage, 3 h; 370,000 tested, 0.62% active; O14672; inhibition, % at 7 µM;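 active means inhibition above a per-campaign cutoff equal to the mean of compounds falling between control-based bounds plus 3 SD, cut at about 20% in these data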;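 further: 0% = DMSO wells while the 100% control is not disclosed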
Target sequence (O14672 214-748 limits assumed): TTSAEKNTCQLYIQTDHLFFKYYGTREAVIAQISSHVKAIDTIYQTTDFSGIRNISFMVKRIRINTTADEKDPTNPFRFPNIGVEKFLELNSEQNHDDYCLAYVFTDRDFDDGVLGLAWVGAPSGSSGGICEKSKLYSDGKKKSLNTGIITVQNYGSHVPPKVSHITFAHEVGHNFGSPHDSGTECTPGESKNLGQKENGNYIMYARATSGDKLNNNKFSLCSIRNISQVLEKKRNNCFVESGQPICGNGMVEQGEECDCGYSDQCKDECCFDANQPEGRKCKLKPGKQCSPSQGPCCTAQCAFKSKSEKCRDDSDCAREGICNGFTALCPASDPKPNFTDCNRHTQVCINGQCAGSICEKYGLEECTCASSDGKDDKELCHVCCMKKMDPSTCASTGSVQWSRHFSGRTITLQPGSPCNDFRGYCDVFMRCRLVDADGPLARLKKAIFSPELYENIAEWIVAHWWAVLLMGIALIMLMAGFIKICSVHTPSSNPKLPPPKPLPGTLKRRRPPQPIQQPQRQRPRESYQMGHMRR
GAA850 FXN act: increases GAA850 frataxin promoter reporter activity. HEK293 lucGAA850 FXN promoter luciferase reporter, 24 h; percent of 10 µM SAHA response. activation, % at 6 µM. 360,000 tested, 0.56% active;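 active means activation above the average of all compounds screened plus 3 SD, cutoff fixed separately per campaign, cut at about 7.5% in these data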;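 further: 0% = DMSO wells and 100% = 10 µM SAHA wells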
GC-A act: GC-A (human) enzyme activation | HEK293 GC-A cells, cGMP TR-FRET, EC30 ANP; 0% at EC30 ANP, 100% saturating ANP | 370,000 tested, 0.14% active | AID 1671463 | activation, % at 10 µM | P16066; in the data active means activation above about 40%
DAX1 inh-1: inhibitors of human orphan nuclear receptor DAX1 (NR0B1); P51843; HEK293 Gal4-DAX1 luciferase reporter, luminescence; inhibition, % at 6.75 µM; 340,000 tested, 0.99% active; AID 504766;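 active means inhibition above the mean over all tested compounds plus 3 SD, cut at about 4.2% in these data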;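 further: 0% = DAX1-transfected cells with DMSO and 100% = empty-vector control cells with DMSO; inhibition shows as a rise in luminescence from relieved DAX1 repression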
hgDAF12 agonist: activates the H. glycines DAF-12 receptor ligand-binding domain; activation, % at 6.8 µM; HEK293 GAL4-hgDAF12 UAS-luciferase reporter, agonist luminescence; normalized to butyrate control; 370,000 tested, 1.8% active;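 active means activation above a cutoff set at the mean of all screened compounds plus 3 SD, cut at about 10% in these data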;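 further: 0% = DMSO wells and 100% = sodium butyrate wells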
PG9 Ab binder: binds the HIV-1 gp120 antibody PG9; TR-FRET gp120-PG9 antibody binding; inhibition, % at 6.7 µM; 360,000 tested, 0.43% active; AID 624416; in the data active means inhibition above about 8.5%
SMARCA2 activ: SMARCA2 function activation, primary screen. MG213 cells, MMTV-luciferase reporter, dexamethasone, overnight. activation, % at 9.1 µM. 370,000 tested, 1% active. AID 652017; in the data active means activation above about 7.8%;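 further: 0% = vehicle wells and 100% = reference activator wells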
hcDAF-12 act: activates DAF-12 receptor from parasite H. contortus; 370,000 tested, 1.4% active; AID 652067; activation, % at 6.8 µM; HEK293 hcDAF-12 lit1-tk-luc reporter, luminescence; 0% DMSO, 100% Δ7-dafachronic acid;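 active means activation above the mean of all tested compounds plus 3 SD, cut at about 5.5% in these data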;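 further: 100% = response to 3 µM Δ7-dafachronic acid high control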
DAX1 inh-2: DAX1 (NR0B1) inhibition, primary screen | AID 652010 | HEK293T StAR-luciferase reporter, SF-1/DAX-1 repression relief | 370,000 tested, 1.1% active | inhibition, % at 6.8 µM;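 active means inhibition above the mean over all tested compounds plus 3 SD, cut at about 3.6% in these data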;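 further: 0% = DAX-1 cells with DMSO and 100% = cells lacking DAX-1 with DMSO; higher inhibition means more luminescence from relief of DAX-1 repression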
ssDAF12 agonist: S. stercoralis DAF-12 activation, primary screen; activation, % at 6.8 µM; HEK293 ssDAF-12/GRIP1 lit1-tk-luc reporter, luminescence; % of 3 µM dafachronic acid response; AID 652126; 370,000 tested, 1% active;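 active means activation above the mean over all tested compounds plus 3 SD, cut at about 0.9% in these data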;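 further: 0% = DMSO-only wells and 100% = 3 µM delta7-dafachronic acid wells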
* marks the source's active call; other numbers are inactive results. Rows are unselected. Share with any hit: about 6.8%.

Screening CC(C)C(NC(=O)CC12CC3CC(CC(C3)C1)C2)C(=O)O (stereo not given) returned ADAM17 inh 0.8, ADAM10 inh -2.6, GAA850 FXN act 3.9, GC-A act -2.3, DAX1 inh-1 1.2, hgDAF12 agonist 1.8, PG9 Ab binder -2.5, SMARCA2 activ 1.4, hcDAF-12 act -1.0, DAX1 inh-2 0.3 and ssDAF12 agonist -0.9.
Screening CC(=O)c1ccc(C(=O)N2CCCC(Nc3ccc(C(C)C)cc3)C2)s1 (stereo not given) returned ADAM17 inh 3.6, ADAM10 inh 7.8, GAA850 FXN act -0.4, GC-A act 6.9, DAX1 inh-1 0.3, hgDAF12 agonist -3.9, PG9 Ab binder -0.7, SMARCA2 activ 1.6, hcDAF-12 act -1.3, DAX1 inh-2 -1.6 and ssDAF12 agonist -1.1.
`O=C(Nc1ncccc1O)c1c(O)c2ccccc2[nH]c1=O` gave ADAM17 inh -4.6, ADAM10 inh -2.2, GAA850 FXN act 1.7, GC-A act -2.0, DAX1 inh-1 1.4, hgDAF12 agonist -3.2, PG9 Ab binder -5.0, SMARCA2 activ -4.5, hcDAF-12 act -0.1, DAX1 inh-2 0.6 and ssDAF12 agonist -1.0.
CCN(C(=S)Nc1ccccc1F)C1CCCCC1 was read as ADAM17 inh -1.6, ADAM10 inh 8.7, GAA850 FXN act -0.8, GC-A act 2.7, DAX1 inh-1 0.5, hgDAF12 agonist -1.4, PG9 Ab binder -0.6, SMARCA2 activ 5.4, hcDAF-12 act -0.2, DAX1 inh-2 0.1 and ssDAF12 agonist -1.2.
`C(=N\Nc1nc2ccccc2[nH]1)/c1c[nH]c2ccccc12` gave ADAM17 inh 0.0, ADAM10 inh 0.1, GAA850 FXN act 9.8*, GC-A act -9.6, DAX1 inh-1 -1.6, hgDAF12 agonist -3.7, PG9 Ab binder -11.2, SMARCA2 activ 0.2, hcDAF-12 act 0.4, DAX1 inh-2 -1.2 and ssDAF12 agonist -1.2.
For COc1cc(/C=N/NC(=O)c2ccncc2)cc(OC)c1OC the results were ADAM17 inh -1.6, ADAM10 inh -4.7, GAA850 FXN act 0.3, GC-A act 2.1, DAX1 inh-1 1.6, hgDAF12 agonist -0.2, PG9 Ab binder 0.5, SMARCA2 activ -1.1, hcDAF-12 act -0.7, DAX1 inh-2 0.0 and ssDAF12 agonist -1.0.
`CC(=O)c1sc(C(C)(C)C)cc1NC(=O)/C=C/C(=O)O` gave ADAM17 inh -2.6, ADAM10 inh -7.5, GAA850 FXN act -0.3, GC-A act 6.3, DAX1 inh-1 -0.3, hgDAF12 agonist -0.6, PG9 Ab binder -0.4, SMARCA2 activ -3.5, hcDAF-12 act -1.4, DAX1 inh-2 -0.6 and ssDAF12 agonist -1.6.
Screening COc1ccc(NC(=O)Nc2nnc([C@H]3C[C@H](O)[C@@H](CO)O3)s2)cc1 returned ADAM17 inh 2.2, ADAM10 inh 6.5, GAA850 FXN act 0.2, GC-A act -1.2, hgDAF12 agonist 2.8, PG9 Ab binder 0.2, SMARCA2 activ -2.6, hcDAF-12 act 0.5, DAX1 inh-2 1.3 and ssDAF12 agonist -0.6.
`CCCc1cc(=O)oc2cc(OCC(=O)NC(Cc3c[nH]c4ccc(O)cc34)C(=O)O)c(Cl)cc12` (stereo not given) gave ADAM17 inh -20.1, ADAM10 inh -63.9, GAA850 FXN act -1.2, GC-A act -0.3, DAX1 inh-1 -0.8, hgDAF12 agonist 0.6, PG9 Ab binder -2.3, SMARCA2 activ -0.8, hcDAF-12 act -1.4, DAX1 inh-2 0.9 and ssDAF12 agonist 0.0.
COc1ccc(NC(=O)Nc2ccc3c(c2)C(=O)N([C@H](C)CO)C[C@H](C)[C@@H](CN(C)S(=O)(=O)c2ccc(F)cc2)O3)cc1 was read as ADAM17 inh 6.3, ADAM10 inh 3.7, GAA850 FXN act -0.7, GC-A act 7.4, DAX1 inh-1 0.4, hgDAF12 agonist -2.4, PG9 Ab binder -0.3, SMARCA2 activ 2.0, hcDAF-12 act -1.7, DAX1 inh-2 0.0 and ssDAF12 agonist -1.3.
Screening CNC(=O)c1c(NC(=O)c2ccc(S(=O)(=O)N3CCCCC3)cc2)sc2c1CCN(C(C)C)C2 returned ADAM17 inh -2.4, ADAM10 inh -7.0, GAA850 FXN act 1.8, GC-A act -6.8, DAX1 inh-1 -0.4, hgDAF12 agonist -1.3, PG9 Ab binder -0.6, SMARCA2 activ -1.5, hcDAF-12 act -1.1, DAX1 inh-2 -0.3 and ssDAF12 agonist -1.1.
Screening CCCn1c(=N)n(CC(O)c2ccc(C)cc2)c2ccccc21 (stereo not given) returned ADAM17 inh -5.3, ADAM10 inh -13.4, GAA850 FXN act -1.8, GC-A act -10.5, DAX1 inh-1 -0.2, hgDAF12 agonist -0.7, PG9 Ab binder 1.6, SMARCA2 activ -1.9, hcDAF-12 act 0.5, DAX1 inh-2 -0.4 and ssDAF12 agonist -1.2.
Screening O=C(Nc1ccc(Cl)cc1)N1CCSC1=NCc1ccccc1 returned ADAM17 inh -4.7, ADAM10 inh -3.5, GAA850 FXN act 0.2, GC-A act 0.5, DAX1 inh-1 2.0, hgDAF12 agonist 0.1, PG9 Ab binder 1.5, SMARCA2 activ -1.9, hcDAF-12 act -0.1, DAX1 inh-2 0.3 and ssDAF12 agonist -1.2.
For CC(C)(C)S(=O)N1Cc2cc(C(=O)NCc3ccc4c(c3)OCO4)nc(-c3cccc(-c4cc5ccccc5o4)c3)c2[C@@H]1CCO (stereo not given in full) the results were ADAM17 inh 3.0, ADAM10 inh -2.2, GC-A act 8.6, hgDAF12 agonist -0.5, PG9 Ab binder -0.7, SMARCA2 activ 2.6, hcDAF-12 act -0.9, DAX1 inh-2 0.0 and ssDAF12 agonist -0.9.
For CCOC(=O)c1c(CCl)nc2ccccc2c1-c1ccccc1 the results were ADAM17 inh -51.5, ADAM10 inh -164.5, GAA850 FXN act -3.4, GC-A act -4.4, DAX1 inh-1 -2.0, hgDAF12 agonist -2.1, PG9 Ab binder 1.3, SMARCA2 activ -6.8, hcDAF-12 act 0.5, DAX1 inh-2 0.4 and ssDAF12 agonist -1.0.
`COc1ccc(-c2nnc(SC(C)C(=O)NCc3ccc4c(c3)OCO4)n2Cc2ccco2)cc1` (stereo not given) gave ADAM17 inh -0.9, ADAM10 inh 8.0, GAA850 FXN act -1.5, GC-A act -2.9, DAX1 inh-1 -0.6, hgDAF12 agonist 0.2, PG9 Ab binder -1.3, SMARCA2 activ -1.3, hcDAF-12 act 0.5, DAX1 inh-2 -0.8 and ssDAF12 agonist -1.5.
`CCCCOC(=O)C1=C(C)Nc2nnnn2C1c1ccc(OC)c(OC)c1OC` (stereo not given) gave ADAM17 inh -0.2, ADAM10 inh 1.8, GAA850 FXN act -1.7, GC-A act -4.8, DAX1 inh-1 -0.4, hgDAF12 agonist -5.1, PG9 Ab binder 0.1, SMARCA2 activ 0.1, hcDAF-12 act -1.8, DAX1 inh-2 0.5 and ssDAF12 agonist -1.4.
For Cn1cccc1/C=N\NC(=O)C1COc2ccccc2O1 (stereo not given) the results were ADAM17 inh -2.5, ADAM10 inh 3.0, GAA850 FXN act -0.2, GC-A act 3.3, DAX1 inh-1 1.9, hgDAF12 agonist 7.5, PG9 Ab binder -0.9, SMARCA2 activ -1.6, hcDAF-12 act -0.4, DAX1 inh-2 2.5 and ssDAF12 agonist -0.8.
`CC1CCCCC1NC(=O)CN1C(=O)c2ccccc2S1(=O)=O` (stereo not given) gave ADAM17 inh 0.0, ADAM10 inh -4.5, GAA850 FXN act 0.2, GC-A act 0.0, DAX1 inh-1 0.7, hgDAF12 agonist -0.2, PG9 Ab binder 2.9, SMARCA2 activ -4.2, hcDAF-12 act 1.6, DAX1 inh-2 1.3 and ssDAF12 agonist -0.9.
CC(C)CC(NC(=O)OC(C)(C)C)C(=O)NCc1ccccc1 (stereo not given) was read as ADAM17 inh -4.5, ADAM10 inh 0.7, GAA850 FXN act -1.5, GC-A act 0.5, DAX1 inh-1 -0.5, hgDAF12 agonist -0.7, PG9 Ab binder 1.3, SMARCA2 activ -2.3, hcDAF-12 act 0.5, DAX1 inh-2 0.3 and ssDAF12 agonist -0.7.
Screening Nn1c(SCC(=O)NC2CCCC2)nnc1-c1ccccc1F returned ADAM17 inh -4.4, ADAM10 inh 1.8, GAA850 FXN act 2.5, GC-A act 4.7, DAX1 inh-1 0.5, hgDAF12 agonist 0.2, PG9 Ab binder -0.2, SMARCA2 activ 0.8, hcDAF-12 act -1.1, DAX1 inh-2 0.2 and ssDAF12 agonist -1.6.
O=C(OCCN1CCCCC1)c1ccccc1Cl was read as ADAM17 inh -1.1, ADAM10 inh -6.0, GAA850 FXN act 1.0, GC-A act -4.2, DAX1 inh-1 0.9, hgDAF12 agonist 1.2, PG9 Ab binder -1.5, SMARCA2 activ -0.1, hcDAF-12 act -0.7, DAX1 inh-2 -0.6 and ssDAF12 agonist -1.6.
`O=C(Nc1cccc(C(=O)Nc2ccc(Br)cc2)c1)c1ccccc1` gave ADAM17 inh 3.2, ADAM10 inh 8.7, GAA850 FXN act 2.4, GC-A act 2.4, DAX1 inh-1 0.2, hgDAF12 agonist 6.9, PG9 Ab binder 0.3, SMARCA2 activ 1.9, hcDAF-12 act 0.4, DAX1 inh-2 -0.7 and ssDAF12 agonist -1.1.
For CC(C)NC(=O)Cn1cc(C(=O)C2CC2)c2ccccc21 the results were ADAM17 inh -4.7, ADAM10 inh -0.5, GAA850 FXN act -0.8, GC-A act 0.0, DAX1 inh-1 1.8, hgDAF12 agonist -0.1, PG9 Ab binder -1.6, SMARCA2 activ -2.5, hcDAF-12 act -0.1, DAX1 inh-2 -0.2 and ssDAF12 agonist -1.3.
For O=C(Nc1ccc(Cn2cccn2)cc1)c1ccc(COc2ccccc2Br)cc1 the results were ADAM17 inh 6.3, ADAM10 inh 16.6, GAA850 FXN act 5.2, GC-A act 23.0, DAX1 inh-1 -2.6, hgDAF12 agonist -3.6, PG9 Ab binder -0.8, SMARCA2 activ -3.7, hcDAF-12 act -4.1, DAX1 inh-2 -2.5 and ssDAF12 agonist -1.9.
For O=C(Cn1cnc2ccccc2c1=O)NCCC(=O)N1CCN(Cc2ccccc2)CC1 the results were ADAM17 inh -5.2, ADAM10 inh -0.9, GAA850 FXN act -0.7, GC-A act 4.8, DAX1 inh-1 -0.1, hgDAF12 agonist -2.0, PG9 Ab binder 1.4, SMARCA2 activ -1.2, hcDAF-12 act -0.6, DAX1 inh-2 -0.5 and ssDAF12 agonist -1.0.
CCOc1ccc(Oc2cc(NC(=O)c3ccco3)cc([N+](=O)[O-])c2)cc1 was read as ADAM17 inh -2.3, ADAM10 inh 1.8, GAA850 FXN act 0.7, GC-A act -5.1, DAX1 inh-1 -0.7, hgDAF12 agonist 1.4, PG9 Ab binder -0.4, SMARCA2 activ -4.0, hcDAF-12 act -2.3, DAX1 inh-2 -1.6 and ssDAF12 agonist -1.8.
`O=C(c1ccccc1Cl)N1N=C(c2cccs2)CC1c1cccc(O)c1` (stereo not given) gave ADAM17 inh 9.0*, ADAM10 inh 11.2, GAA850 FXN act -0.6, GC-A act -4.7, DAX1 inh-1 0.0, hgDAF12 agonist -3.5, PG9 Ab binder -0.6, SMARCA2 activ -3.5, hcDAF-12 act -0.6, DAX1 inh-2 -0.1 and ssDAF12 agonist -1.0.

Screening results (PubChem BioAssay)
